CHRM5 agonist = agonists of human muscarinic M5 receptor (CHRM5). CHO-K1 hM5 cells, Fluo-8 calcium fluorescence; 0% DMSO wells, 100% maximal acetylcholine response. activation, % at 3 µM. 0.19% of 360,000 active. AID 624037;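 active = activation above the run's mean over test compounds plus 3 SD, cut at about 23% in these data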;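 also: signal is peak over basal fluorescence ratio across the kinetic read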
Target sequence (P08912 whole entry, looked up): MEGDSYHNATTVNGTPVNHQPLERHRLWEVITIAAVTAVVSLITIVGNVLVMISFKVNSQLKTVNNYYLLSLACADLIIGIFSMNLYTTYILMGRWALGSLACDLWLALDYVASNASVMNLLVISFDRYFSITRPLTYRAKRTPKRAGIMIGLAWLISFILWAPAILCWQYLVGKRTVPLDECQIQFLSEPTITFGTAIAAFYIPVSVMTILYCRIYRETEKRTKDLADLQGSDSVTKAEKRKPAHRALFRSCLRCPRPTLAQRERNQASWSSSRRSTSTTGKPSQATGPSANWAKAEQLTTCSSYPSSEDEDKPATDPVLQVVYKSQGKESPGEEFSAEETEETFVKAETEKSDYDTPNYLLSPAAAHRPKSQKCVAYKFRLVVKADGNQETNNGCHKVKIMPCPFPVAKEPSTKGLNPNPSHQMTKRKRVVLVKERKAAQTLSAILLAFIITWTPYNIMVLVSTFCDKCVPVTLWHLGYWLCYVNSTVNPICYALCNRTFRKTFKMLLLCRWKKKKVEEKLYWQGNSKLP
M5 PAM = CHRM5 positive allosteric modulation; P08912; CHO-K1 hM5, Fluo-8 calcium, ACh EC20 PAM; 0% = ACh EC20, 100% = ACh EC100; activation, % at 3 µM; 0.3% of 360,000 active;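 active = activation above the run cutoff, the mean activation of all test compounds plus 3 SD, cut at about 18% in these data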
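system = human M5 receptor in CHO-K1 cells | reagent = EC20 acetylcholine as agonist stimulus | compound dosing = single-point, 3 µM nominal | incubation = Fluo-8 loading 80 min at 37 °C plus 30 min room temperature | detection = Fluo-8 calcium dye fluorescence, kinetic read | benchmarks = low control EC20 acetylcholine (0%), high control EC100 acetylcholine (100%)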
CHRM1 agonist = activates human CHRM1 receptor. AID 588814. CHO-K1 hM1, Fluo-8 calcium fluorescence, agonist mode; 0% DMSO, 100% acetylcholine EC100. 0.33% of 360,000 active. P11229. activation, % at 3 µM;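 active = activation above the run's mean compound activation plus 3 SD, cut at about 16% in these data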;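 also: peak over basal fluorescence ratio within a 140 s kinetic read after compound addition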
M1 antag = human CHRM1 antagonism. P11229. inhibition, % at 3 µM. 1.3% of 360,000 active. CHO-K1 hM1, Fluo-8 calcium fluorescence, ACh EC80 antagonist;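 active = percent inhibition above its own plate's cutoff, namely the mean of that plate's compound wells plus 3 SD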;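 also: peak over basal fluorescence ratio during 140 s after agonist addition; 0% = ACh EC80 plus DMSO and 100% = DMSO alone without agonist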
TAAR1 agonist = agonists of human TAAR1; activation, % at 3 µM; Q96RJ0; CHO RD-HGA16 TAAR1, Fluo-8 calcium fluorescence; vehicle wells 0%, saturating PEA agonist 100%; 0.99% of 360,000 active;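 active = activation above the mean activation of all test compounds in the run plus 3 SD, cut at about 38% in these data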
Target sequence (Q96RJ0 whole entry, looked up): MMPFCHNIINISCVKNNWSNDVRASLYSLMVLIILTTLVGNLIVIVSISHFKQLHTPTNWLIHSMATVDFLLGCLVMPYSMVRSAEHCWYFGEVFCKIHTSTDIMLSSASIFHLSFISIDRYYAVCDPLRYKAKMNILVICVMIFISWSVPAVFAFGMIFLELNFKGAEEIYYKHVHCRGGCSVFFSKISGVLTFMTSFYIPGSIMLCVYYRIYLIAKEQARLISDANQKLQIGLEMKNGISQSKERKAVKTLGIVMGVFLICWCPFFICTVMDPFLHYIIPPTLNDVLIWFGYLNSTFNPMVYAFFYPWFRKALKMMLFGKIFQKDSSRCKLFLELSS
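Benchmarks: low control DMSO, high control PEA (EC100); System: CHO RD-HGA16 cells carrying human TAAR1 plus Gα16; Detection: Fluo-8 fluorescence, 5 s baseline then 140 s kinetic read; Schedule: 17-24 h plating, Fluo-8 75 min 37 °C, 30 min RT; Read-out basis: % activation from peak over basal fluorescence ratio, DMSO-to-PEA scaled.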
M5 antag = CHRM5 antagonism in calcium assay. P08912. CHO-hM5 cells, Fluo-8 calcium fluorescence, ACh EC80. inhibition, % at 3 µM. 0.59% of 360,000 active. AID 624040;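 active = inhibition above a per-plate cutoff, the mean of that plate's test compounds plus 3 SD, cut at about 27% in these data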;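 also: 0% = acetylcholine EC80 with DMSO and 100% = DMSO without agonist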
CHRM1 PAM = positive allosteric modulators of human M1 muscarinic receptor. P11229. CHO-K1 hM1, Fluo-8 calcium fluorescence, ACh EC20; 0% = ACh EC20, 100% = maximal ACh. activation, % at 3 µM. 0.088% of 360,000 active. AID 588819; in the data active = activation above about 19%, passing the limit was not always enough
M4 ag = agonists of human muscarinic M4 receptor (CHRM4); P08173; CHO-K1 hM4/Gqi5, Fluo-8 calcium fluorescence; vehicle 0%, full acetylcholine response 100%; activation, % at 3 µM; 0.14% of 360,000 active;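 active = activation above the run mean over all test wells plus 3 SD, cut at about 32% in these data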;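 also: peak over basal fluorescence ratio per well then scaled between controls; 0% = DMSO wells and 100% = acetylcholine at EC100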
M4 antag = CHRM4 antagonism in calcium assay; inhibition, % at 3 µM; CHO-hM4 cells, ACh EC80, Fluo-8 calcium fluorescence; 0.73% of 360,000 active; P08173;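 active = inhibition above its plate's cutoff, the mean inhibition of sample wells plus 3 SD, cut at about 27% in these data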;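 also: 0% = acetylcholine EC80 with DMSO and 100% = DMSO without agonist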
The depositor's hits bear a star; nt = no result given. Only part of the results is shown. The share of hits here may be higher or lower than overall.

Molecule	CHRM5 agonist	M5 PAM	CHRM1 agonist	M1 antag	TAAR1 agonist	M5 antag	CHRM1 PAM	M4 ag	M4 antag
CC(=O)c1c(C)[nH]c(C(=O)C(C)Sc2nnc(NC3CC3)s2)c1C (stereo unspecified)	8.8	-11.5	-1.2	17.4	5.4	-1.6	-9.9	11.0	-15.8
COc1ccc(NC(=O)c2ccc3c(c2)OCO3)cc1Cl	1.0	28.9*	-4.9	-19.6	3.8	-2.5	7.0	4.3	-8.9
Cc1ccc(C(=O)Cn2c(N3CCOCC3)nc3c2c(=O)n(C)c(=O)n3C)cc1	0.7	1.4	-3.5	-7.5	7.9	3.7	11.4	1.5	1.5
CCNC(=S)N1CCN(c2ccccc2OCC)CC1	0.7	-1.0	-3.7	-10.7	3.6	-6.4	8.5	2.5	0.6
CCn1c(C)nc2cc(C(=O)NNC(=S)Nc3ccc(F)cc3)ccc21	1.8	-0.6	-2.0	-1.5	3.7	-5.9	2.1	0.8	-1.7
N#CC(Cc1ccc(OC(F)F)cc1)c1nc2ccccc2[nH]1 (stereo unspecified)	-0.5	-7.4	-5.3	3.6	2.1	8.5	0.0	3.8	5.1
O=C(O)c1ccc(Oc2ccc([N+](=O)[O-])cc2)c([N+](=O)[O-])c1	-5.9	11.6	0.7	-14.8	1.7	-10.2	6.4	0.9	-19.4
N#Cc1ccc(-c2nc3ccc(Br)cn3c2Cc2ccccc2)cc1	-1.4	-1.6	-8.1	-4.5	0.4	-1.6	-1.3	0.7	-3.2
CCOc1ccc2ccccc2c1/C=N/NC(=O)CNC(=O)c1ccccc1F	-3.6	-2.7	-3.9	-5.8	2.3	11.5	4.5	7.6	2.5
CCc1c(-c2cccc(OC)c2)ncn1Cc1cccc(-c2ccccc2)c1	-2.1	-14.6	nt	nt	4.3	15.4	nt	12.9	33.5*
Fc1ccc(NC(=S)N2CCSC2c2cccs2)cc1 (stereo unspecified)	-2.8	3.9	-3.7	-2.2	1.9	1.0	2.5	0.7	5.8
O=Cc1ccc(-c2nc3ccccc3s2)o1	1.4	1.9	-1.8	-7.2	9.3	-4.8	7.2	0.8	-11.5
Cc1cc(C)n2nc(C(=O)NCc3ccccc3)cc2n1	3.2	0.9	-0.9	15.1	4.0	2.0	-4.5	0.8	-5.7
C[C@@H]1CCC[C@@]2(O[C@@H](CCO)C[C@@H](O)[C@@H]2O)O1	1.4	9.3	0.1	-8.3	7.0	-4.2	13.3	1.3	-16.5
ClC(Br)=C(n1cnc2ccccc21)n1cnc2ccccc21	-6.9	0.3	-4.0	0.1	7.6	-7.2	-2.6	1.1	-1.8
O=S(=O)(NC(=S)c1ccccc1)c1ccccc1	-1.6	-1.5	-3.1	-12.4	1.5	9.7	5.5	0.3	-4.7
O=C(NC1CCCCC1)NC1CC2CCCC(C1)N2C1CCCC1 (stereo unspecified)	-2.4	1.0	-4.4	2.4	-0.3	-1.0	5.5	0.2	6.8
CC(NC(=O)c1ccccc1)C(=O)N/N=C/c1ccccc1 (stereo unspecified)	-0.5	11.7	-6.0	1.4	2.4	1.3	-1.1	-0.8	-3.9
Cn1c(N)c(C(=O)COC(=O)CSc2ccc(Cl)cc2)c(=O)n(C)c1=O	-0.6	0.5	-2.9	-0.8	6.7	-9.1	1.6	8.1	-7.3
CCOC(=O)c1c(NC(=O)CSc2ncccn2)sc2c1CCN(Cc1ccccc1)C2	-2.8	-13.2	-12.0	-3.2	5.2	18.8	-5.7	1.9	-1.6
CCCC(=O)NC(C)C(c1cccs1)N1CCN(C)CC1 (stereo unspecified)	-1.1	1.9	-8.8	-12.6	10.1	6.0	10.5	-0.8	3.9
O=[N+]([O-])c1ccc(NNC(=S)Nc2ccc(F)cc2)cc1	5.3	-13.5	1.5	5.6	12.8	16.5	-6.3	9.4	2.9
CN(CC(=O)Nc1ccc(Cl)c(C(F)(F)F)c1)C(=O)C1CCC1	1.3	-7.8	-0.7	-9.7	14.7	9.9	-1.1	3.9	-11.2
O=C(CC1C[C@H](C(=O)N2CCOCC2)[C@@]2(CCC3CCCC3)c3[nH]c4ccccc4c3CCN2C1=O)NCCN1CCOCC1 (stereo partly specified)	-0.8	0.8	-2.5	-15.9	1.4	0.2	7.6	-1.1	-2.6
CC1=C(C(=O)OCCOC(C)C)C(c2cc3c(cc2Br)OCO3)CC(=O)N1 (stereo unspecified)	-2.3	-12.6	-2.0	0.9	11.8	11.9	5.1	1.3	-1.9
CCn1c2ccccc2c2cc(NC(=O)c3ccc(=O)oc3)ccc21	0.1	-1.9	-2.6	1.4	6.5	-4.9	-2.6	5.4	-5.6
CC(NC(=O)/C(C#N)=C/c1ccc([N+](=O)[O-])o1)c1ccccc1 (stereo unspecified)	-2.2	-8.1	4.8	4.2	17.6	18.7	8.4	4.8	7.9
CCCC(=O)c1ccc(N2CCN(C(=O)c3ccccc3)CC2)c(F)c1	1.4	-15.2	2.6	-12.6	9.8	7.2	-11.6	12.6	6.7
Cc1cccc(-c2n[nH]c(=S)n2/N=C/c2cccs2)c1	-14.3	0.6	-8.8	-9.5	3.8	-6.9	4.8	-1.4	-5.5
Cc1cc(C)nc(SCc2ccc(Cl)cc2)n1	0.5	-9.2	2.0	-20.1	0.9	10.5	5.2	-2.2	-5.1
COc1cccc(N2CCN(C(=O)CCc3nnc4ccc(N5CCOCC5)nn34)CC2)c1	-3.6	-1.4	-4.2	-0.3	2.9	3.8	-2.3	2.2	-1.6
COc1ccc(S(=O)(=O)N2CCN(c3ccccc3)CC2)cc1OC	4.0	3.2	0.6	-16.4	1.1	-2.0	18.9	0.5	10.1
O=C(Cn1nc(Cc2cccnc2)c2ccccc2c1=O)N1CCN(c2ccccn2)CC1	-0.5	4.4	-11.2	-8.8	0.3	-3.1	7.0	0.8	-1.9
CCNC(=O)NC(=O)CSc1ccc(S(=O)(=O)N2CCCCC2)cn1	-0.7	-2.5	-3.2	8.3	1.7	3.8	-1.8	0.4	-2.7
O=C(c1cc(=O)c2ccccc2o1)N1CCN(c2ccccc2)CC1	1.6	3.2	-8.0	1.4	0.8	0.9	8.1	1.4	1.7
Nc1nc(Nc2ccc(Cl)cc2)nc(NCCO)c1[N+](=O)[O-]	2.5	-3.1	-2.5	-14.9	2.9	8.1	11.6	0.6	2.9

The final 2 records of the section above are carried over, then new ones follow:
Molecule	CHRM5 agonist	M5 PAM	CHRM1 agonist	M1 antag	TAAR1 agonist	M5 antag	CHRM1 PAM	M4 ag	M4 antag
O=C(c1cc(=O)c2ccccc2o1)N1CCN(c2ccccc2)CC1	1.6	3.2	-8.0	1.4	0.8	0.9	8.1	1.4	1.7
Nc1nc(Nc2ccc(Cl)cc2)nc(NCCO)c1[N+](=O)[O-]	2.5	-3.1	-2.5	-14.9	2.9	8.1	11.6	0.6	2.9
CCOc1ccc(NC(=O)COC(=O)c2cc(S(=O)(=O)N3CCCC3)ccc2C)cc1	-1.7	-2.0	-3.8	-7.3	-1.5	13.5	2.9	10.8	-13.5
CCOC(=O)CSc1nnc2cc(C)c3ccccc3n12	-3.6	4.8	-4.0	-13.2	7.6	0.1	18.8*	1.1	-7.3
CC1(C)CC2CC(C)(CN2C(=O)c2ccc([N+](=O)[O-])cc2[N+](=O)[O-])C1 (stereo unspecified)	0.7	3.9	-1.7	-13.9	10.0	1.9	10.5	2.2	3.1
O=C(CNC(=O)c1cccc(F)c1)OCC(=O)N1CCCc2ccccc21	0.2	-2.8	-2.6	-9.7	3.6	1.3	4.8	1.6	0.4
COC(=O)c1cccc(NS(=O)(=O)c2ccc(NC(C)=O)cc2)c1C	4.6	-5.3	-2.2	3.3	3.4	2.5	-2.1	4.7	11.0
FC(F)(F)c1ccc(N2CCOCC2)c(Nc2nc3ccccc3n3cnnc23)c1	1.9	0.6	-3.3	5.0	nt	-7.5	0.8	1.2	-2.5
Cc1cc(C)cc(OCC(=O)NNC(=O)c2cc3ccccc3o2)c1	-3.0	-5.2	-6.6	-5.5	2.7	1.4	4.2	1.2	-5.8
CC(C)Cn1c(-c2ccc(C#N)cc2)nc2c1c(=O)[nH]c(=O)n2CC(C)C	-0.3	-1.4	-3.0	0.1	7.2	-0.5	1.9	1.5	-2.6
CN1CCN(c2ccc(NC(=O)c3ccc(-c4ccccc4F)o3)cc2)CC1	-10.8	-2.8	-7.0	-2.0	28.2	4.6	-6.3	1.9	2.3
O=C(Nc1c2c(nn1-c1cccc(Cl)c1)CS(=O)(=O)C2)c1ccco1	-1.5	-0.1	2.1	-8.0	3.1	7.1	17.2	1.5	-1.9
CC1(C(=O)O)CCC(C(N)=O)C1(C)C (stereo unspecified)	-2.7	-2.2	-1.1	-7.1	0.1	11.8	3.9	0.1	1.9
CCOC(=O)C1CCCN(C(=O)/C=C/c2cc(OC)c(OC)c(OC)c2)C1 (stereo unspecified)	3.8	-5.0	23.9*	4.9	12.2	8.9	-5.5	3.3	15.1
CCS(=O)(=O)N1Cc2ccccc2CC1C(=O)N(C)CC(=O)Nc1cccc(F)c1 (stereo unspecified)	-0.1	-0.9	-3.5	-9.8	0.6	1.7	-18.1	0.3	1.1
CCn1cc(C(=O)NC(=S)Nc2sc3c(c2C(=O)OC)CCCCCC3)cn1	-2.4	-0.6	-6.0	-5.4	-0.6	-10.2	7.8	0.3	-6.7
CCOc1ccc(-n2ccn(CC(=O)NCCc3ccccc3)c(=O)c2=O)cc1	2.4	-3.0	-2.5	-5.1	2.5	5.0	4.8	0.0	-5.5
CCNc1nc(C(=O)O)nc(N2CCOCC2)n1	-0.1	2.8	-3.2	-7.8	5.1	16.6	2.8	0.7	-5.8
CCOC(=O)Cc1csc(N(C)C)n1	-0.7	3.1	-2.1	4.9	1.2	7.7	-0.6	1.5	-6.8
C=CCn1c(SCC(=O)O)nnc1-c1cccs1	0.4	-3.6	-2.8	-12.5	8.1	2.5	13.5	0.2	1.9
Cc1ccc(CNC(=O)CCNS(=O)(=O)c2ccc3c(c2)c(=O)n(C)c(=O)n3C)cc1	-3.7	-12.1	-7.0	-9.2	6.8	12.9	1.6	0.5	7.2
O=C(Nc1ccccc1N1CCCC1)c1cccnc1	-3.3	2.7	-3.4	2.6	0.9	1.6	8.2	0.2	-0.1
Cc1ccc(Nc2cnn(C34CC5CC(CC(CC(=O)O)(C5)C3)C4)c(=O)c2Cl)cc1C	-2.3	11.8	-4.7	-1.8	-1.9	-3.8	-0.4	-0.3	7.1
O=C(NCc1ccncc1)[C@@H]1CCCN1C(=O)[C@@H]1CCCN1	2.4	-4.1	nt	nt	0.1	3.7	nt	0.7	-3.6
COc1cc(C(=O)NCC2CCCO2)cc(Br)c1OCc1ccccc1 (stereo unspecified)	3.0	-9.6	-3.5	1.2	8.8	2.9	2.1	7.9	8.0
Nc1ncn(C(=S)Nc2ccccc2)n1	1.0	-6.5	2.3	-7.5	2.8	11.1	1.2	0.2	-1.4

Screening data as filed in PubChem.
